LYP phosphatase = inhibitors of LYP phosphatase, biochemical, fluorescence intensity, uHTS (AID 1779) | recombinant LYP phosphatase, fluorescence intensity; higher % means a stronger effect | inhibition, % at 11.5 µM, or IC50 in µM where a hit was titrated | 290,000 tested, 0.054% active;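 also: plate controls were vehicle with enzyme for no effect and no enzyme for full effect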
CSM14.1 death rescue = protection against thapsigargin-triggered cell killing – 384-well, CSM14.1, ATP luminescence, primary screen (AID 1222); CSM14.1 thapsigargin-induced death rescue, ATP luminescence; higher % means a stronger effect; cellular ATP content (survival), % at 20 µM; hits with a dose series show EC50 in µM; 190,000 tested, under 10 active;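 active = EC50 below 50 µM in the dose-response confirmation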;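 also: death triggered by thapsigargin at about 15 µM added after 2 h compound pretreatment; cell ATP read after overnight thapsigargin exposure of roughly 18 to 22 hours; normalized against plate controls of thapsigargin alone and 5% DMSO vehicle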
P. falciparum M17LAP = P. falciparum M17LAP inhibitors, primary screen, biochemical, fluorogenic H-Leu-NHMec substrate, 1536-well (AID 1619). recombinant M17LAP, H-Leu-NHMec fluorogenic kinetic assay; higher % means a stronger effect. one-dose inhibition, % at 30 µM; IC50 in µM for titrated hits. 220,000 tested, 0.38% active;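 active = compound inhibiting the enzyme by more than half at any dose during confirmatory dose-response retesting; inconclusive = strong single-dose inhibitors picked by rank but not retested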;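 also: plate controls were full reaction with DMSO carrier for no effect and no enzyme background for full effect; strong numbers were not always called active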
human PMI inhibitors = human PMI inhibitors, high substrate, primary screen, biochemical, fluorescence intensity, high mannose 6-phosphate (AID 1220) | recombinant PMI enzyme, coupled fluorescence intensity; higher % means a stronger effect | inhibition, % at 20 µM, or IC50 in µM where a hit was titrated | 190,000 tested, 0.66% active
TNAP activation fold = stimulation of alkaline phosphatase TNAP activity – biochemical, luminescent, no phosphate acceptor, uHTS, primary screen (AID 1001); activation fold at 20 µM; hits with a dose series show EC50 in µM; purified TNAP, luminescent activation assay, no phosphate acceptor; higher activation fold means a stronger effect; 200,000 tested, 0.03% active; in the data active = activation fold from about 3, or a potency from the dose series; inactive = the rest, 99 in 100 with activation fold below about 1.6; also: many of its hits are not listed in these tables
Myeloid diff 2 = myeloid differentiation induction | ER-HoxA9 myeloid progenitors, lysozyme-GFP differentiation, flow cytometry | calls only at 10 µM | 360,000 tested, 1% active;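 active = normalized GFP-positive differentiation at or above the plate's own cutoff, the solvent-only control mean plus 3 SD; inconclusive = no clear call, values can overlap the other calls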;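 also: cells exposed to compound for four days before flow analysis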
XIAP antagonists = small molecules displacing peptide from XIAP – biochemical, IAP family, fluorescence polarization (AID 1018); XIAP BIR domain, fluorescence polarization peptide displacement; higher % means a stronger effect; 200,000 tested, 0.007% active; one-dose displacement, % at 20 µM; IC50 in µM for titrated hits; in the data active = displacement above about 50%; also: a part of the inactive calls stands beside numbers as strong as those of hits
M1AAP inhibition = malaria alanyl aminopeptidase activity blockers – biochemical, fluorogenic H-Leu-NHMec substrate, 1536-well (AID 1445); recombinant M1AAP, H-Leu-NHMec fluorogenic kinetic assay; higher % means a stronger effect; inhibition, % at 30 µM, or IC50 in µM where a hit was titrated; 220,000 tested, 0.42% active;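 active = primary inhibition above the hit cutoff, then over 50% inhibition at one or more dose response concentrations, cut at about 23% in these data, passing the limit was not always enough; inconclusive = conflicting primary data, or primary hits not chosen for dose response; inactive = low primary inhibition, or under 50% at every dose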;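 also: plate controls were DMSO full reaction for no effect and no enzyme background for full effect; strong numbers were not always called active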
PMI inhibitors = inhibitors of human PMI, primary screen, biochemical, fluorescence intensity, coupled assay (AID 1209); purified PMI enzyme, coupled fluorescence intensity; higher % means a stronger effect; inhibition, % at 20 µM, or IC50 in µM where a hit was titrated; 190,000 tested, 0.42% active;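 also: plate controls were DMSO vehicle for no effect and wells lacking substrate for full effect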
Myeloid diff 2 GFP+ MAC1+ % = also measured in Myeloid diff 2; calls as there; GFP+ MAC1+ double positive, %; measured here: differentiation confirmed by MAC1 staining
* = called active by the depositor; i = inactive; ? = inconclusive; · = not tested or not shown. Rule as the data show it, unless noted: active = inhibition above about 50%; inactive = the rest. Rows are unselected, and some 2.7% of all compounds hit somewhere here.

SMILES	LYP phosphatase	CSM14.1 death rescue	P. falciparum M17LAP	human PMI inhibitors	TNAP activation fold	Myeloid diff 2	Myeloid diff 2 GFP+ MAC1+ %	XIAP antagonists	M1AAP inhibition	PMI inhibitors
O=c1c2ccccc2nnn1CSc1nnc(-c2ccc3c(c2)OCO3)o1	-6%	-0.7%	-4%	9%	1	i	0.3	-6.6%	1%	-5%
O=C1C(Cl)=C(N2CCOCC2)C(=O)N1c1ccccc1Cl	-6%	2.3%	9%	5%	1.1	i	4.2	3.1%	2%	8%
COc1ccc(NC(=S)NC(C)c2ccncc2)cc1OC (stereo not drawn)	0%	-0.1%	2%	11%	1.1	i	0.2	-6.9%	0%	-3%
Nc1ccccc1SCC(=O)Nc1nccs1	-8%	0.9%	1%	17%	1.1	i	0.4	-2.8%	3%	14%
CCOc1cc(/C=N/n2c(C)nc3sc(C)c(C)c3c2=O)ccc1O	-5%	1.2%	3%	·	1.1	i	0.1	-5.0%	14%	·
CCOc1ccc(N(CC(=O)NC2CCCC2)C(=O)CCC(=O)Nc2ccccn2)cc1	-8%	0.8%	-2%	3%	1.2	i	0.7	0.2%	2%	0%
Cc1ccc(-c2noc(CCC(=O)NCCCN3CCN(c4ccc(F)cc4)CC3)n2)cc1	-12%	0.1%	6%	1%	1	i	0.7	-3.6%	1%	3%
Cc1ccc(N2C(=O)c3cccc4c(Oc5ccccc5[N+](=O)[O-])ccc(c34)C2=O)c(C)c1	0%	0.5%	16%	16%	1.2	i	0.4	-7.8%	16%	22%
CN(CC(=O)NC1CCCCCC1)S(=O)(=O)c1ccc2c(c1)n(C)c(=O)c(=O)n2C	-2%	-0.5%	7%	-2%	1.2	i	2.0	-5.6%	3%	2%
COC(=O)C1=C(C)OC(N)=C(C#N)C1c1cc2cc(C)ccc2nc1Cl (stereo not drawn)	-9%	-1.0%	·	50%	1.1	i	0.1	-2.9%	·	-8%
[O-]/[N+](=C/c1ccc(F)cc1)c1ccccc1	0%	-1.3%	-5%	4%	1.1	i	0.4	-2.5%	0%	9%
O=C(COc1ccc(Nc2ccccc2)cc1)OCC(=O)N1CCCCC1	-3%	·	-4%	·	·	i	0.4	·	-4%	·
O=C(/C=C/c1ccco1)Nc1ccc2nc3n(c(=O)c2c1)CCCC3	3%	-1.9%	9%	-5%	1	i	1.4	-7.7%	7%	-8%
CCCn1nc2cc(C(=O)N(CC)c3ccc(OC)cc3)ccc2c1OCC	-10%	-0.7%	-26%	-2%	1.1	i	0.9	-2.1%	0%	0%
C[C@]12C[C@H](O)[C@H]3[C@@H](CCC4=CC(=O)CC[C@@]43C)[C@@H]1CC[C@@H]2C(=O)CO	-2%	6.5%	-1%	-15%	1.1	i	11	-0.4%	15%	-12%
O=C(CSc1nnnn1-c1ccccc1Cl)Nc1ccc2c(c1)OCCO2	-3%	·	-13%	4%	1.1	i	2.5	-4.3%	1%	12%
COc1cc(C(=O)NCC(=O)N/N=C/c2cccs2)cc(OC)c1OC	-5%	1.6%	0%	-9%	1.1	i	0.1	-7.4%	9%	1%
COc1ccccc1C1(CC(=O)O)CCOC(C(C)C)C1 (stereo not drawn)	-2%	-0.8%	4%	7%	1.1	i	0.9	-10%	-3%	9%
O=C(Oc1ccc[nH]c1=O)c1cc([N+](=O)[O-])cc([N+](=O)[O-])c1	-6%	·	2%	·	·	i	0.8	·	-4%	·
O=C(Nc1ccc(N2CCOCC2)cc1N1CCOCC1)c1ccco1	-3%	5.8%	7%	19%	1	i	0.9	4.0%	13%	23%

Record cards (already shown). Order of screens: LYP phosphatase	CSM14.1 death rescue	P. falciparum M17LAP	human PMI inhibitors	TNAP activation fold	Myeloid diff 2	Myeloid diff 2 GFP+ MAC1+ %	XIAP antagonists	M1AAP inhibition	PMI inhibitors
COc1ccccc1C1(CC(=O)O)CCOC(C(C)C)C1 (stereo not drawn) as listed: -2%	-0.8%	4%	7%	1.1	i	0.9	-10%	-3%	9%
O=C(COc1ccc(Nc2ccccc2)cc1)OCC(=O)N1CCCCC1 as listed: -3%	·	-4%	·	·	i	0.4	·	-4%	·
[O-]/[N+](=C/c1ccc(F)cc1)c1ccccc1 as listed: 0%	-1.3%	-5%	4%	1.1	i	0.4	-2.5%	0%	9%
CCOc1ccc(N(CC(=O)NC2CCCC2)C(=O)CCC(=O)Nc2ccccn2)cc1 as listed: -8%	0.8%	-2%	3%	1.2	i	0.7	0.2%	2%	0%
O=C1C(Cl)=C(N2CCOCC2)C(=O)N1c1ccccc1Cl as listed: -6%	2.3%	9%	5%	1.1	i	4.2	3.1%	2%	8%

(more compounds)
SMILES	LYP phosphatase	CSM14.1 death rescue	P. falciparum M17LAP	human PMI inhibitors	TNAP activation fold	Myeloid diff 2	Myeloid diff 2 GFP+ MAC1+ %	XIAP antagonists	M1AAP inhibition	PMI inhibitors
CCOC(=O)N1CCN(Cc2nc3c(c(=O)[nH]c(=O)n3C)n2Cc2ccccc2C)CC1	-4%	-1.0%	6%	2%	1.1	i	4.7	-1.2%	6%	5%
Nc1cc(=O)[nH]c(SCC(=O)Nc2ccc(F)c(Cl)c2)n1	-2%	0.6%	45%	3%	1	i	1.3	-5.0%	7%	-3%
CCOc1ccc(C(=O)N/N=C(/C)C2C(=O)c3ccccc3C2=O)cc1	-12%	-1.0%	0%	-12%	0.9	i	0.4	-2.7%	5%	-18%
COc1ccc(CC(=O)NC2CCN(CC(=O)Nc3ccc4c(c3)OCCO4)CC2)cc1OC	5%	·	10%	-3%	1.2	i	0.5	-1.1%	2%	2%
COc1cc(NC(=S)Nc2ncccc2C)cc(OC)c1OC	-5%	1.1%	-4%	31%	1.1	i	0.2	-7.6%	3%	20%
CC(O)C(NC=C1C(=O)OC(C)(C)OC1=O)C(=O)O (stereo not drawn)	-7%	-7.5%	-9%	-8%	1	i	0.2	-16%	-3%	-15%
COc1ccc(CN(C(=O)c2ccc(-c3ccccc3)[nH]2)C(C(=O)NC(C)(C)C)c2ccncc2)cc1 (stereo not drawn)	5%	2.4%	0%	2%	1.1	i	0.3	0.9%	1%	0%
CC1=C(C(=O)OCCOc2ccccc2)C(c2ccc(C)o2)C2=C(CC(C)(C)CC2=O)N1 (stereo not drawn)	2%	12%	5%	13%	1.1	i	1.1	-2.1%	-3%	13%
CC(=O)c1cc(C#N)c(Oc2cc(C)cc(C)c2)nc1C	-4%	-0.6%	0%	8%	1.1	i	0.5	-8.6%	-1%	13%
C=CCn1c(=S)[nH]c2ccc(Br)cc2c1=O	-1%	-4.3%	-4%	1%	1.1	i	0.8	2.1%	12%	5%
CCN1CCN(S(=O)(=O)c2cc(OCC(=O)NC3CCCCC3)c(C)cc2Cl)CC1	-5%	0.0%	12%	12%	1	i	0.6	-5.1%	-5%	12%
Cn1c(=O)c2c(nc(N3CCc4ccccc4C3)n2Cc2ccc(Br)cc2)n(C)c1=O	-6%	-0.1%	-6%	4%	1	i	0.7	-5.9%	-12%	13%
O=C(OCn1nnc2ccccc2c1=O)c1ccc(Br)o1	-2%	-0.1%	7%	-7%	1.1	i	2.4	-3.1%	-7%	-5%
CCCCn1nc2cc(C(=O)NCc3cc(C(F)(F)F)cc(C(F)(F)F)c3)ccc2c1OCC	-5%	-1.0%	11%	9%	1.1	i	3.7	-5.4%	5%	10%
CC1(C)CC(=O)C(C=NCC(N)=O)=C(O)C1	-2%	-2.4%	-1%	-7%	1.1	i	5.6	-2.7%	2%	-4%
CC1CN(Cc2nc3c(c(=O)n(C)c(=O)n3C)n2CC(O)CO)CC(C)O1 (stereo not drawn)	0%	-0.4%	8%	-4%	1	i	0.6	0.2%	-1%	3%
CCOC(=O)N1CCN(C(=O)c2cccn3c(=O)c4c5c(sc4nc23)CCCC5)CC1	-4%	3.3%	0%	15%	1.1	i	1.0	-2.8%	4%	11%
CCOC(=O)C(=O)NNc1ccccc1OC	-11%	·	13%	·	·	i	0.3	·	3%	·
O=C(CCl)c1ccc(Cc2ncc(C(F)(F)F)cc2Cl)s1	-6%	-0.5%	16%	-18%	1	i	0.4	6.1%	4%	-14%
NC(=O)CCn1c(=O)oc2ccccc21	-3%	-1.7%	-6%	-3%	1.1	i	1.0	0.2%	2%	1%
O=C(/C=C/c1cccs1)NC(=S)NNC(=O)c1ccccc1O	-6%	2.0%	50%	-37%	2.1	·	·	-5.5%	-9%	-16%
CC(C)C(=O)Nc1cccc(-c2cn3ccsc3n2)c1	-6%	-2.2%	7%	4%	1.1	i	0.4	1.0%	8%	6%
COc1ccc([N+](=O)[O-])cc1COc1cc(C)cc2oc(=O)cc(-c3ccccc3)c12	3%	-1.5%	-3%	58%*	0.9	i	1.7	-4.0%	0%	-5%
O=C(NCc1ccccc1Cl)c1ccccc1Oc1ccccc1	1%	5.3%	12%	1%	1.2	i	1.4	-11%	2%	14%
COc1ccc(C(=O)N(CC(=O)NC(C)(C)C)c2ccc3c(c2)OCCO3)cc1OC	-10%	-0.3%	-1%	5%	1.1	i	6.2	0.9%	5%	1%
O=S(=O)(c1ccc2ccccc2c1)N1CCN=C1SCc1cccnc1	-5%	1.4%	11%	12%	1.1	i	0.1	-3.5%	3%	9%
CC1CCCC(NC(=O)CCn2c(=O)oc3ccccc32)C1C (stereo not drawn)	-5%	-0.4%	0%	1%	1.1	i	0.6	-5.3%	-4%	5%
CCCCNc1nc2c(c(=O)n(C)c(=O)n2C)n1CCC	-2%	·	3%	·	·	i	2.2	·	6%	·
COC(=O)Cc1c(C)nc2nc(-c3ccc(Cl)cc3)[nH]n2c1=O	2%	-2.1%	4%	-1%	1.1	i	1.2	-3.7%	1%	-2%
COc1cc(C(=O)NC(=S)NNC(=O)c2cnccn2)cc(OC)c1OC	-5%	13%	19%	-29%	2.4	?	·	-4.4%	-11%	6%
CCN(CC)C(=O)c1sc(NC(=O)c2ccc3c(c2)OCO3)c(C#N)c1C	-1%	0.8%	-3%	5%	1	i	2.5	-3.5%	-7%	5%
COc1ccccc1C1CCCN1Cc1nc(-c2cc3c(cc2Cl)OCO3)oc1C (stereo not drawn)	-6%	-2.1%	14%	8%	1.1	i	0.7	-3.1%	-1%	6%
CSCCC1NC(=O)N(C(C)C(=O)Nc2cc(Cl)cc(Cl)c2)C1=O (stereo not drawn)	2%	-2.7%	-6%	-7%	1	i	0.6	-4.8%	0%	-12%

Some of these compounds in order of their number in TNAP activation fold, descending:
canonical_smiles,TNAP activation fold
COc1cc(C(=O)NC(=S)NNC(=O)c2cnccn2)cc(OC)c1OC,2.4
CC1CCCC(NC(=O)CCn2c(=O)oc3ccccc32)C1C (stereo not drawn),1.1
COc1ccc([N+](=O)[O-])cc1COc1cc(C)cc2oc(=O)cc(-c3ccccc3)c12,0.9

Screens from PubChem BioAssay.
